PI4K2A block: PI4K2A (human) kinase inhibition; Q9BTU6; purified PI4K2A, ADP-Glo luminescence, 1 h; active compounds read low; activity change, negative = inhibition, % at 76.9 µM; 420,000 tested, 0.13% active; in the data active = activity change below about -50%; inconclusive = mostly about -30% to -49%;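 also: -100% = wells without enzyme as full effect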
Target sequence (Q9BTU6 whole entry, looked up): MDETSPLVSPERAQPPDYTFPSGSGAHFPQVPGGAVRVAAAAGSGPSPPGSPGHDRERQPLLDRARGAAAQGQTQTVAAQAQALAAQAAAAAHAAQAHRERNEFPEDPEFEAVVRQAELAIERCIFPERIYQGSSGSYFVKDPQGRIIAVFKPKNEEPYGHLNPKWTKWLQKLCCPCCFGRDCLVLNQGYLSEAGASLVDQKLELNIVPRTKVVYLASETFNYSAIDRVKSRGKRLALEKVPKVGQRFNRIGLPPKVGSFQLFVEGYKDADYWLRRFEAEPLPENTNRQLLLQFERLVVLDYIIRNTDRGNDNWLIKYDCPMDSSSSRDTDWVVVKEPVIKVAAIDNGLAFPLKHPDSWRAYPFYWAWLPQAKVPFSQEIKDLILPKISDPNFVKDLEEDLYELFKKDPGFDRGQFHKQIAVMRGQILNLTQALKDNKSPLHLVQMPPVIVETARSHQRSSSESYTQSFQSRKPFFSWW
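In this quantitative HTS, ADP production by PI4K2A was quantified luminescently after 1 h at ambient temperature; 100 microM adenosine served as plate-quality control.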
BAZ2B block: inhibitors of human BAZ2B bromodomain | Q9UIF8 | AlphaScreen BAZ2B-H3K14Ac peptide displacement | Potency, µM (doses to about 114 µM), without a hit: at the top dose activity change, negative = inhibition, most hits filed as inhibitors | 360,000 tested, 4.4% active | AID 504333; also: potency is read from the fitted curve at half-maximal effect; % is scaled to controls: 0 for no effect and ±100 for the full control effect; nearly all actives have a fitted effect of over 60% in size
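Inhibition is scored as reduced AlphaScreen emission. The BAZ2B/b-H3(5-23)K14Ac complex (50 nM each) in PBS pH 7.4, 0.01% Tween-20 meets compound (up to 110 uM) for 30 min at RT before bead addition.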
G9a inh: blocks human histone lysine methyltransferase G9a | Q96KQ7 | G9a H3K9 monomethylation, AlphaScreen, 2 h | AID 504332 | Potency, µM (doses to about 102 µM), for the others: at the highest dose activity, negative = inhibition, usual class: inhibitors | 350,000 tested, 8.8% active; also: potency is read from the fitted curve at half-maximal effect; % is scaled to controls: 0 for no effect and ±100 for the full control effect; nearly all actives have a fitted effect of over 75% in size
Target sequence (Q96KQ7 913-1193 limits assumed): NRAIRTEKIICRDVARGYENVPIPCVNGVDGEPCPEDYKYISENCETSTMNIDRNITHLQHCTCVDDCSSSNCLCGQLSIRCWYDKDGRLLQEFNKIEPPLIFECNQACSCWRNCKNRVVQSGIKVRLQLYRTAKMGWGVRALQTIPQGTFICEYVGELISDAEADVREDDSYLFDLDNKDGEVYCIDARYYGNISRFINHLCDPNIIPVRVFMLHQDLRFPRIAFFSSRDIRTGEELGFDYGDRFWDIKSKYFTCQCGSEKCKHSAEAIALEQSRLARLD
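G9a (20 nM) was preincubated 15 min with compound, then reacted 2 h at room temperature with 500 nM biotin-H3K9 peptide and 20 µM SAM. Monomethyl-H3K9 detected by AlphaScreen using anti-H3K9me1 antibody.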
PGK inhibitor: T. brucei PGK inhibition | Potency, µM (doses to about 57.5 µM), for the others: top-dose activity change, negative = inhibition, actives largely listed as inhibitors | PGK/GAPDH coupled, Kinase-Glo luminescence, 60 min | AID 602233 | 380,000 tested, 0.043% active; also: potency is read from the fitted curve at half-maximal effect; % is scaled to controls: 0 for no effect and ±100 for the full control effect; nearly all actives have a fitted effect of over 60% in size
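Luminescent ATP detection (Kinase-Glo Plus) follows a 60-minute room-temperature incubation, with wells lacking PGK as controls. Buffer: 100 mM TEA (pH 7.6), 5 mM MgCl2, 0.01% Tween-20. Coupling enzyme GAPDH (100 nM final) supplies unstable 1,3-BPG in-well.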
HP1b chromo inh: blocks HP1-beta chromodomain binding to methylated histone tails | AlphaScreen HP1-beta / biotin-H3K9me3 peptide binding | Potency, µM (titrated, usually from 114 µM), inactives show at the highest dose activity change, negative = inhibition, usual class: inhibitors | 390,000 tested, 0.56% active | AID 540317; also: potency is read from the fitted curve at half-maximal effect; nearly all actives have a fitted effect of over 70% in size; inactives centre near 23
Target sequence (P83916 whole entry, looked up): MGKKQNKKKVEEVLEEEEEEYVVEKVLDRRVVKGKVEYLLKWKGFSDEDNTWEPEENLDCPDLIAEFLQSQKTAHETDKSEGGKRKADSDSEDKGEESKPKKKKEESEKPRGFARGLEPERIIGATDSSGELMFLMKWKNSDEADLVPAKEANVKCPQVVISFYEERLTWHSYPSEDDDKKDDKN
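Compound inhibition of the preformed complex between 50 nM HP1-beta and 50 nM biotinylated H3K9me3 peptide was read by AlphaScreen. Buffer was PBS pH 7.4 with 0.01% Tween-20. Incubations ran 30 min at room temperature, with 10 ug/mL donor/acceptor beads.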
GLS inh: inhibitors of human glutaminase (GLS) | GLS enzymatic activity, qHTS titration | Potency, µM (doses to about 45.5 µM), for inactives: at the highest dose activity change, negative = inhibition, most hits filed as inhibitors | 410,000 tested, 0.21% active | AID 624170; also: potency is read from the fitted curve at half-maximal effect; % is scaled to controls: 0 for no effect and ±100 for the full control effect
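hKGA in 45 mM KH2PO4 (pH 8.2), 0.02% Tween-20 with compound, then 1mM L-Glutamine (stock as added) plus glutamate oxidase/HRP/Amplex red coupling mix. Fluorescence read initially and after 30 min at RT; signal change reflects glutamate formation.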
ERG Ets-DNA blk: ERG Ets/DNA interaction inhibition; P11308; fluorescence polarization, His-ERG Ets domain / labelled DNA; Potency, µM (series often up to 76.9 µM), for the others: at the top dose FP activity, negative = inhibition, usual class: inhibitors; 370,000 tested, 0.028% active; active = well fitted inhibition curve with a large enough effect in the polarisation, with a control signal flat; inconclusive = small, poorly fitted or top-dose-only effect, or effect the other way, or a change in a side signal; inactive = no such curve, though single readings can be large or run the other way; the % refers to the polarisation;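 also: polarization taken with two DNA probes labelled with fluorescein and Texas red; potency is read from the fitted curve at half-maximal effect; % of control where 0% means no effect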
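His-tagged ERG Ets domain (1 uM in the protein solution; 300mM KCl, 50mM Tris-HCl, 1mM EDTA, 1mM DTT, pH 7.5) received compound, then a probe mix of 5 nM fluorescein-DNA and 100nM Texas-615-DNA. Fluorescence polarization was read for both dyes.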
JMJD2A Tudor: JMJD2A Tudor domain (human) inhibition. O75164. AlphaScreen JMJD2A-Tudor / H3K4me3 peptide binding. Potency, µM (doses to about 114 µM), for inactives: at the top dose activity change, negative = inhibition, actives largely listed as inhibitors. 390,000 tested, 4.4% active; also: potency is read from the fitted curve at half-maximal effect; % is scaled to controls: 0 for no effect and ±100 for the full control effect; nearly all actives have a fitted effect of over 50% in size
Pin1 inh: blocks the human prolyl isomerase Pin1. Q13526. Pin1 FP peptide displacement, HiFluor488, 10 min. Potency, µM (doses to about 115 µM), without a hit: at the top dose activity, negative = inhibition, hits mostly inhibitors. 390,000 tested, 0.009% active. AID 504891; active = well fitted inhibition curve with a large enough effect in the polarisation, with a control signal flat, not every such curve was filed as active; inconclusive = small, poorly fitted or top-dose-only effect, or effect the other way, or a change in a side signal; inactive = no such curve, though single readings can be large or run the other way; the % refers to the polarisation; also: potency is read from the fitted curve at half-maximal effect; % is scaled to controls: 0 for no effect and ±100 for the full control effect
* marks the source's active call; other numbers are inactive results; i = inactive; u = inconclusive; x = not tested or not shown; & = joins results of further samples; [ ] = another dose, or the depositor's remark. Unless noted, calls follow the shape of the dose curve; as a rule, active = well fitted curve in the direction sought with a large enough effect; inconclusive = small, poorly fitted or top-dose-only effect, or another doubt; inactive = no such curve, though single readings can be large; an effect the other way counts as inactive or inconclusive.

(1) COCCn1nnnc1SCC(=O)N1CCCCC1
(2) CC(=O)N1CCN(c2ccc(Nc3ncnc4c3oc3ccccc34)cc2)CC1
(3) C/C(=N/NC(=O)C1CC1(c1ccccc1)c1ccccc1)c1cccs1 (stereo unspecified)
(4) COc1ccc(CCNc2nc3ccccc3n3cnnc23)cc1OC
(5) CCCCN(CC)CCNC(=S)Nc1ccc2nc(N3CCN(C)CC3)cc(C)c2c1
(6) COc1ccc(-c2csc(NC(=S)NC(=O)c3ccc(S(=O)(=O)N(C)C)cc3)n2)cc1OC
(7) O=C(Nc1ccc2[nH]ncc2c1)c1cccc(F)c1
(8) C=CCn1c(-c2ccc(N)cc2)nc2ccccc21
(9) CCOC(=O)c1cnc(SCc2cccc3ccccc23)nc1N
(10) CC(C)Oc1cccc(C(=O)C2CCCN(C(=O)c3cncs3)C2)c1 (stereo unspecified)
compound no. | 1 | 2 | 3 | 4 | 5 | 6 | 7 | 8 | 9 | 10
GLS inh | 6% | 47%[activator] | 2% | -1% | 0% | -4% | 1% | -6% | -19% | 12%
Pin1 inh | 1% | 3% | -1% | -1% | u | 12% | -2% | u | -5% | -6%
BAZ2B block | -1% | u | -1% | -2% | 1% | -5% | -5% | 4% | 14% | -5%
PGK inhibitor | -1% | -12% | i | -9% | 6% | -5% | -3% | -3% | -10% | 0%
ERG Ets-DNA blk | -3% | u | -8% | 5% | -5% | 7% | 6% | -1% | -10% | -3%
G9a inh | u | u | 42%[59 µM] | 21% | u | u | 17% | u | 52%[activator] | -14%
PI4K2A block | -2 | -17 | 3 | -3 | -29 | 2 | 0 | -2 | -5 | -5
HP1b chromo inh | 52%[activator] | 3% | 36% | 29% | 4%[57 µM] | 23% | 21% | -1% | 46% | 70%[activator]
JMJD2A Tudor | 7% | -27% | -3% | -9% | -34% | -5% | -14% | -12% | 0% | -13%

Nos. 1 to 7, reprinted for reference:
(1) COCCn1nnnc1SCC(=O)N1CCCCC1
(2) CC(=O)N1CCN(c2ccc(Nc3ncnc4c3oc3ccccc34)cc2)CC1
(3) C/C(=N/NC(=O)C1CC1(c1ccccc1)c1ccccc1)c1cccs1 (stereo unspecified)
(4) COc1ccc(CCNc2nc3ccccc3n3cnnc23)cc1OC
(5) CCCCN(CC)CCNC(=S)Nc1ccc2nc(N3CCN(C)CC3)cc(C)c2c1
(6) COc1ccc(-c2csc(NC(=S)NC(=O)c3ccc(S(=O)(=O)N(C)C)cc3)n2)cc1OC
(7) O=C(Nc1ccc2[nH]ncc2c1)c1cccc(F)c1
compound no. | 1 | 2 | 3 | 4 | 5 | 6 | 7
GLS inh | 6% | 47%[activator] | 2% | -1% | 0% | -4% | 1%
Pin1 inh | 1% | 3% | -1% | -1% | u | 12% | -2%
BAZ2B block | -1% | u | -1% | -2% | 1% | -5% | -5%
PGK inhibitor | -1% | -12% | i | -9% | 6% | -5% | -3%
ERG Ets-DNA blk | -3% | u | -8% | 5% | -5% | 7% | 6%
G9a inh | u | u | 42%[59 µM] | 21% | u | u | 17%
PI4K2A block | -2 | -17 | 3 | -3 | -29 | 2 | 0
HP1b chromo inh | 52%[activator] | 3% | 36% | 29% | 4%[57 µM] | 23% | 21%
JMJD2A Tudor | 7% | -27% | -3% | -9% | -34% | -5% | -14%

Next section
(11) COc1ccc(C2CCN(CC(=O)N(C)C)CC2O)cc1 (stereo unspecified)
(12) COc1cccc2cc(-c3nnc(SCC(=O)NCCc4ccccc4)n3C)oc12
(13) O=C(Nc1ccc(F)cc1)C1COc2ccccc2O1 (stereo unspecified)
(14) CC(C)(C)c1nn2cnnc2n(/N=C/c2ccc(O)cc2)c1=O
(15) CCc1ccc2oc(C(=O)Nc3ccccc3OC)cc(=O)c2c1
(16) NC(=O)c1c(/N=C/c2cccs2)sc2c1CCCC2
(17) CCOC(=O)c1c(C)oc2c1c(C(c1cccnc1)N1CCOCC1)c(O)c1ccccc12 (stereo unspecified)
(18) Cc1nc(NC(=O)COC(=O)C2CC2C)c(Cl)cc1Cl (stereo unspecified)
(19) CCOc1cc(C2c3c(-c4ccccc4)n[nH]c3C(=O)N2c2ccc(C(=O)O)cc2)ccc1O (stereo unspecified)
(20) O=C(COC(=O)c1ccc2ncsc2c1)Nc1ccccc1Br
compound no. | 11 | 12 | 13 | 14 | 15 | 16 | 17 | 18 | 19 | 20
GLS inh | 0% | -17% | -3% | 16% | -1% | 7% | 18% | -7% | u | -1%
Pin1 inh | -6% | -1% | 0% | 0% | -17% | -5% | 0% | 0% | -11% | 2%
BAZ2B block | -8% | 8% | 3% | -18% | -2% | u | 40µM* | x | -5% | -4%
PGK inhibitor | -10% | -2% | -8% | 6% | -7% | 0% | 1% | 5% | -6% | 0%
ERG Ets-DNA blk | -4% | -1% | -5% | -8% | -2% | 6% | 5% | 9% | 7% | 2%
G9a inh | x | 6% | 40µM* | 50%[59 µM] | 4%[59 µM] | x | 4µM* | x | -1% | 20%[12.7 µM]
PI4K2A block | -3 | -2 | 0 | 5 | 1 | -3 | -11 | 0 | -4 | 1
HP1b chromo inh | 71%[activator] | 44%[activator] | 40%[activator] | 21% | 6% | 44%[activator] | u | 40%[activator] | 33% | 29%
JMJD2A Tudor | 9% | -6% | -5% | -17% | -13% | -26% | 79µM* | 6% | -13% | -18%

(21) Cc1c(NC(=O)c2c(NC(=O)CNC3CC3)sc3c2CCCC3)c(=O)n(-c2ccccc2)n1C
(22) Cc1ccc(S(=O)(=O)Cn2nnnc2C(CC(C)C)N2CCN(C)CC2)cc1 (stereo unspecified)
(23) O=C(CN1CCOCC1)NCc1ccc(F)cc1
(24) CN1C[C@@H]2[C@@H]3C(=O)N(C)C(=O)[C@@H]3[C@](Cc3ccccc3)(C1=O)N2C(=O)c1ccc(Cl)cc1
(25) CC1CCN(Cc2cc(=O)oc3ccc4ccccc4c23)CC1
(26) COc1cccc(N(CC(=O)NC2CCCCC2)C(=O)CCC(=O)Nc2nccs2)c1
(27) CC(=O)c1ccc(N2CCN(C(=O)CCn3cnc4onc(-c5ccc(F)cc5)c4c3=O)CC2)cc1
(28) COc1cccc(NC(=O)Cn2c(=O)oc3ccccc32)c1
(29) CN(Cc1cnccn1)C(=O)CC1C(=O)NCCN1CC(c1ccccc1)c1ccccc1 (stereo unspecified)
(30) Cc1ccc(/C=N/Nc2ccc(F)cc2)s1
compound no. | 21 | 22 | 23 | 24 | 25 | 26 | 27 | 28 | 29 | 30
GLS inh | 13% | 0% | 2% | 2% | 13% | -7% | -11% | -3% | -4% | 20%
Pin1 inh | 4% | -3% | -1% | u | 2% | 20% | -6% | 1% | u | 3%
BAZ2B block | u | -9% | 9% | x | 33% | -17% | 9%[57.1 µM] | 6% | -5% | u
PGK inhibitor | 1% | 9% | x | 2% | i | i | i | -1% | i | 3%
ERG Ets-DNA blk | 3% | 5% | -2% | 4% | -3% | 14% | -4% | -6% | -21% | -11%
G9a inh | u | x | -5% | x | 231%[activator] | 30% | -14%[59 µM] | 8%[12.7 µM] | u | 50µM*
PI4K2A block | 4 | -2 | -2 | 3 | -4 | -3 | 6 | -2 | -3 | 2
HP1b chromo inh | 0% | 27% | 65%[activator] | 23% | 91%[activator] | 16% | 24% | 18% | 49%[activator] | -8%
JMJD2A Tudor | 56µM* | -6% | 10% | -19% | 34% | u | -18% | -1% | -15% | u

(31) COc1cc(Cl)cc(CN2CCC(CCC(=O)NC3CC3)CC2)c1OC
(32) CCOc1ccccc1NC(=O)CCS(=O)(=O)c1ccc(OC)cc1
(33) CCOC(=O)c1c(NC(=O)CSc2nnnn2CC)sc(C)c1C
(34) COc1ccccc1NS(=O)(=O)c1cc(C(=O)NCC(c2ccco2)N2CCCCC2)ccc1C (stereo unspecified)
(35) O=C(c1ccccc1Cc1ccccc1)N1CCN(S(=O)(=O)c2ccccc2)CC1
(36) O=C(c1n[nH]c(=O)c2ccccc12)N1CCN(c2ccccc2)CC1
(37) FC(F)(F)c1ccc(Cl)c(N/N=C/c2ccc(N3CCOCC3)s2)c1
(38) O=C(Nc1cc(S(=O)(=O)N2CCOCC2)ccc1N1CCOCC1)c1c(F)cccc1Cl
compound no. | 31 | 32 | 33 | 34 | 35 | 36 | 37 | 38
GLS inh | 16% | 1%&-1% | -8% | 12% | -1% | 34%[activator] | -10% | -9%
Pin1 inh | 3% | -5%&1% | 8% | 8% | -2% | 7% | 24% | -2%
BAZ2B block | 14% | 6% | -7% | -3% | -13% | -19% | -31% | x
PGK inhibitor | -7% | -9%&-3% | 3% | -3% | -9% | -9% | -7% | 1%
ERG Ets-DNA blk | -9% | -15%&7% | -1% | 6% | -6% | 5% | -1% | 4%
G9a inh | 15% | -38% | u | -1%[59 µM] | x | -39%[59 µM] | 4µM* | x
PI4K2A block | -1 | -5&0 | 11 | 0 | -2 | -1 | 4 | -4
HP1b chromo inh | 18% | 27%&38% | -3% | -2% | 3% | 21% | -12% | 22%
JMJD2A Tudor | -9% | -1%&8% | -12% | -28% | -21% | 2% | u | -8%
